Screening data: PubChem BioAssay, National Center for Advancing Translational Sciences (NCATS)
POLB inh – blocks human DNA polymerase beta activity. Pol beta primer extension/strand displacement, fluorescence kinetic. 1.3% of 340,000 active. P06746. Potency, µM (top dose mostly 114 µM), for inactives: top-dose activity change, negative = inhibition, most hits filed as inhibitors. AID 485314; note: potency is the fitted concentration of half-maximal effect; % is set by controls: 0 for no effect and ±100 for the full control effect
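Homogeneous kinetic assay of primer extension and strand displacement by 10 nM Pol beta, preincubated 15 min at room temperature with compound before 50 nM substrate (final) was added. Read at 0 and 10 min; four-parameter Hill fit.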
Pol kappa inh – inhibitors of human DNA polymerase kappa; Q9UBT6; Potency, µM (series often up to 107 µM), for inactives: at the highest dose activity, negative = inhibition, usual class: inhibitors; 0.53% of 400,000 active; AID 588579; purified Pol kappa, fluorescent DNA synthesis assay, 10 min; note: potency is the fitted concentration of half-maximal effect; % is set by controls: 0 for no effect and ±100 for the full control effect
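First, compounds were pin-transferred onto 10 nM Pol kappa. After 15 min at room temperature, substrate was added to 50 nM final. Fluorescence was then measured kinetically at 0 and 10 min.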
Tb PGK inh – inhibitors of T. brucei phosphoglycerate kinase; PGK/GAPDH coupled, Kinase-Glo luminescence, 60 min; P07378; Potency, µM (top dose mostly 57.5 µM), for the others: at the highest dose activity change, negative = inhibition, actives largely listed as inhibitors; 0.043% of 380,000 active; note: potency is the fitted concentration of half-maximal effect; % is set by controls: 0 for no effect and ±100 for the full control effect; nearly all actives have a fitted effect of over 60% in size
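Recombinant glycosomal PGK reaction used 1,3-bisphosphoglycerate generated in-well by GAPDH (100nM final) in 100mM TEA pH 7.6, 5mM MgCl2, 0.01% Tween-20. After 60 minutes at room temperature, ATP was read by Kinase-Glo Plus luminescence end-point.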
POLI inh – DNA polymerase iota (human) inhibition; Q9UNA4; Pol iota fluorescent replication assay, 10 min; Potency, µM (top dose mostly 115 µM), inactives show at the top dose activity, negative = inhibition, actives largely listed as inhibitors; 1% of 390,000 active; AID 588590; note: potency is the fitted concentration of half-maximal effect
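Pol iota at 10 nM preincubated 15 min with compounds at room temperature; reaction started with fluorescent substrate, 50 nM final. Fluorescence read kinetically at 0 and 10 min; buffer-only wells as negative control.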
Apoferritin bind – candidate novel general anesthetic via apoferritin binding | P02791 | apoferritin/1-aminoanthracene competitive binding, fluorescence | Potency, µM (top dose mostly 77.5 µM), for the others: at the highest dose activity change, negative = displacement, actives largely listed as inhibitors | 0.074% of 350,000 active | AID 485281; note: potency is the fitted concentration of half-maximal effect; % is set by controls: 0 for no effect and ±100 for the full control effect; nearly all actives have a fitted effect of over 20% in size
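Probe: 1-aminoanthracene (50% saturated, PBS). Protein: horse-spleen apoferritin, 10 uM. Incubation: 10 min, room temperature. Detection: 380 nm excitation, 535 nm emission. Analysis: normalized response, four-parameter Hill.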
APE1 inh – inhibitors of human APE1 endonuclease. P27695. recombinant APE1, TAMRA/BHQ-2 abasic DNA cleavage fluorescence. Potency, µM (doses to about 65.8 µM), without a hit: at the highest dose activity change, negative = inhibition, actives largely listed as inhibitors. 0.35% of 350,000 active. AID 2517;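 note: potency is the fitted concentration of half-maximal effect; plate controls were vehicle for no effect and reference inhibitor for full effect; nearly all actives have a fitted effect of over 55% in size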
Target sequence (P27695 whole entry, looked up): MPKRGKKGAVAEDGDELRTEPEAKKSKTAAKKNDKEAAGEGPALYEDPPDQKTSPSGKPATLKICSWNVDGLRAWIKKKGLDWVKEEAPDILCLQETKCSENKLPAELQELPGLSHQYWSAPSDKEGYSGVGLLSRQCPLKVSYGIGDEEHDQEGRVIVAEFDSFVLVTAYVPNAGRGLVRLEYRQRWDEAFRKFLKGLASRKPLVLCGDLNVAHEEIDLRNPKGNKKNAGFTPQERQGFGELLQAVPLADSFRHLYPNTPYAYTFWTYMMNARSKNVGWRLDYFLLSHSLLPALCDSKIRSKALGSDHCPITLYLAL
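Incision of a quenched TAMRA/BHQ-2 THF abasic-site duplex (50 nM) by 0.75 nM APE1, after 15 min compound preincubation, measured as fluorescence increase over three 60 s reads. Values normalized to buffer, DMSO and NSC13755 control wells.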
POLH inh – blocks human DNA polymerase eta activity; 1.2% of 390,000 active; AID 588591; Potency, µM (titrated, usually from 114 µM), inactives show at the highest dose activity change, negative = inhibition, actives largely listed as inhibitors; Q9Y253; recombinant Pol eta, fluorescent DNA replication assay; note: potency is the fitted concentration of half-maximal effect; % is set by controls: 0 for no effect and ±100 for the full control effect
Target sequence (Q9Y253 whole entry, looked up): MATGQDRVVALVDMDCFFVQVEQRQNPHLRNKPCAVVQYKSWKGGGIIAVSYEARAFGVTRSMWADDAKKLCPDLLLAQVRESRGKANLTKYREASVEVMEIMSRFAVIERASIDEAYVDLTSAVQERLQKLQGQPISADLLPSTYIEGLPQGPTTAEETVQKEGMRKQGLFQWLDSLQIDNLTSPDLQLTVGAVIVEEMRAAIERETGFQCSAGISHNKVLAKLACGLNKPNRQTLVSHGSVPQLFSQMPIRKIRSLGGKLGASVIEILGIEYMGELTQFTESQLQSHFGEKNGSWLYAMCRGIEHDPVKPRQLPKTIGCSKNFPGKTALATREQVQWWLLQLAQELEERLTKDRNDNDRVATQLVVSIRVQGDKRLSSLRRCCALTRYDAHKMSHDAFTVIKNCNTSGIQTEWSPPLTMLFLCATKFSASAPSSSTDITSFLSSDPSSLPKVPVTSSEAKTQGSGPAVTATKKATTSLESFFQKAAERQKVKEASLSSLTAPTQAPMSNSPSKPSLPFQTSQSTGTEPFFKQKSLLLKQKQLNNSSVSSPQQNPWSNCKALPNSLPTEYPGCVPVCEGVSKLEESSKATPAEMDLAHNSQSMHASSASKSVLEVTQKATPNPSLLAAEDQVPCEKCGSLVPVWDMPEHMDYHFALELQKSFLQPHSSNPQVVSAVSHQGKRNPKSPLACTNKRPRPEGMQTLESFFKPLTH
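Pol eta (10 nM) was preincubated with compounds for 15 min at room temperature, after which fluorescent replication substrate (50 nM final) was added to start the reaction. Fluorescence was read kinetically at 0 and 10 min.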
BLM inh – Bloom syndrome helicase (human) inhibition. 0.2% of 350,000 active. Potency, µM (doses to about 56.1 µM), without a hit: top-dose activity change, negative = inhibition, most hits filed as inhibitors. P54132. recombinant BLM DNA unwinding, fluorescence dequenching;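 note: potency is the fitted concentration of half-maximal effect; plate controls were vehicle for no effect and no enzyme for full effect; nearly all actives have a fitted effect of over 35% in size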
RXFP1 antag – blocks the human relaxin receptor RXFP1. 0.59% of 350,000 active. activity change, negative = inhibition, % at 57.5 µM. HEK293-RXFP1, relaxin-stimulated cAMP HTRF, 30 min; active compounds read low;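 active = activity change of -60% or lower, but not beyond a set lower limit; inconclusive = change between -60% and -40%, or beyond the set limit; inactive = change above -40%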; note: % is set by controls: 0 for no effect and ±100 for the full control effect
* hit, by the source's call; i = inactive; ? = inconclusive; nt = not tested or not shown; & = joins results of further samples; [ ] = remark or other dose. Unless noted, calls come from the whole dose curve; as a rule, active = well fitted curve in the direction sought with a large enough effect; inconclusive = small, poorly fitted or top-dose-only effect, or another doubt; inactive = no such curve, though single readings can be large; an effect the other way counts as inactive or inconclusive. An excerpt, so the mix of outcomes need not match the whole.

SMILES	POLB inh	Pol kappa inh	Tb PGK inh	POLI inh	Apoferritin bind	APE1 inh	POLH inh	BLM inh	RXFP1 antag
O=C(Nc1ccccc1C(=O)O)c1ccc(NC(=O)C2CC2)cc1	33%	-6%	-5%	-3%	-9%	1%	0%	-4%	-15
Cc1occc1C(=O)N/N=C/c1c(O)ccc2ccccc12	5%	-2%	-11%	10%	81%[activator]	-21%	-18%	-5%	?
CC(C)(C)[C@H]1CCC(=O)N([C@H](CC#N)Cc2ccccc2)CC1	0%	1%&-4%	-1%	28%&8%	-23%	7%	-4%	0%	nt
CC(=O)c1c(C)[nH]c(C(=O)CSc2nnc(C3CCCCC3)n2N)c1C	3%	-8%	-1%	17%	?	27%	10%	2%	-11
Cc1sc2nc(CSC(C)C(=O)N3CCOCC3)[nH]c(=O)c2c1C (stereo not given)	2%	-2%	-8%	41%[activator]	-1%	-3%	-21%	1%	3
O=C(Nc1ccc([N+](=O)[O-])cc1)Nc1cnccn1	40µM*	-7%	i	11%	-12%	23%	-9%	-5%	-3
COc1ccc(CCC(=O)c2ccc(OC)cc2)cc1	nt	-16%	-9%	23%	nt	nt	-25%	nt	-6
N#C/C(=C\c1ccc(N2CCOCC2)c([N+](=O)[O-])c1)c1nc2ccccc2[nH]1	2%	-19%	-2%	22%	-7%	?	-12%	-19%	-7
COC(=O)c1ccccc1NC(=O)c1cccc(COc2ccccc2Cl)c1	0%	9%	i	18%	-6%	13%	-6%	-7%	-10
O=C(Nc1ccc(Cl)c(Cl)c1)OCCNC(=O)c1ccncc1	-29%	4%	i	7%	?	10%	-18%	0%	-18
Cc1nc2ccc(NS(=O)(=O)c3ccc4c(c3)OCCO4)cc2s1	0%	2%	-1%	6%	-6%	3%	-12%	-1%	-1
CCOc1ccc(CC(=O)OCc2cc(=O)n3cc(Br)ccc3n2)cc1	-21%	-23%	-8%	11%	-21%	2%	-12%	-9%	4
CCOc1ccc(NC(=O)CN(C)C(=O)CSc2ccccc2)cc1OCC	nt	-5%	i	-9%	nt	25%	-14%	nt	-25
COc1cc(/C=C2\SC(N)=NC2=O)ccc1O	?	3%	-3%	10%	-4%	4%	-16%	-7%	-16
Cc1cccn2c(=O)c3cc(C#N)c(=NC(=O)c4ccncc4)n(CCCOC(C)C)c3nc12	2%	-5%	8%	19%	73%[activator]	10%	?	-10%	-15
COc1ccc(CNC(=O)CSc2nc3c(oc4ccccc43)c(=O)n2CC2CCCO2)cc1 (stereo not given)	nt	-4%	-17%	2%	nt	15%	-16%	nt	-3
COCCNC(=O)Cn1cc(C(=S)N2CCCCC2)c2ccccc21	28%	-22%	3%	41%[activator]	-12%	27%	-5%	-1%	-7
C=C[C@@H]1c2cccc(C)c2N(S(=O)(=O)c2ccc(C)cc2)[C@H](c2ccccc2)C1(C#N)S(=O)(=O)c1ccccc1 (stereo not given in full)	nt	-17%	6%	?	nt	10%	-4%	nt	nt
Cc1ccc(S(=O)(=O)n2c(C)nc3cc(C)ccc32)cc1	11%	-12%	1%	9%	1%	39%[activator]	-12%	-2%	10
COc1cc2c3c(c1)-c1c(sn(-c4cc(OC)ccc4OC)c1=S)C(C)(C)N3C(=O)C2=O	46%	-7%	-8%	47%[activator]	-10%	-3%	-3%	-10%	-2
CCC(C)NC(=O)CCSc1ccc(C)cc1 (stereo not given)	4%	-8%	-4%	193%[activator]	-12%	0%	-22%	1%	3
COc1ccc(CCN2C(=O)NC(NS(=O)(=O)c3ccc(Cl)cc3)(C(F)(F)F)C2=O)cc1OC (stereo not given)	-1%	0%	8%	66%[activator]	-2%	0%	-4%	-1%	-13
O=C(c1ccccc1)N1CCN=C1SCc1ccc([N+](=O)[O-])cc1	-13%	-3%	i	-2%	4%	-1%	-7%	1%	-5
O=C(O)c1ccc(NC(=O)C2CC=CCC2C(=O)O)cc1 (stereo not given)	-15%	-5%	-13%	8%	-4%	?	-7%	4%	-2
CCc1cccc(NC(=O)c2cc3c(=O)n(Cc4ccccc4)ccc3nc2C)c1	4%	0%	0%	11%	-11%	nt	-20%	-10%	nt
COC(=O)c1scc(C)c1NS(=O)(=O)c1ccc(NC(C)=O)cc1	2%	4%	-1%	50%[activator]	-4%	-1%	-13%	-2%	-4
CCOC(=O)C1CCCN(Cc2ccc(OCc3ccccc3)c(OC)c2)C1 (stereo not given)	-17%	0%	-6%	4%	?	-14%	-3%	0%	-3
C=C(C)Cn1c(N2CCCC2)nc2c1c(=O)[nH]c(=O)n2C	-6%	-6%	3%	44%[activator]	-8%	-8%	-19%	0%	nt
O=C(COC(=O)c1ccccc1O)NCCCc1ccccc1	6%	-3%	8%	53%[activator]	-13%	?	-5%	-2%	-4
O=C(Nc1cccc(-c2ccc(N3CCCCC3)nn2)c1)c1ccco1	nt	-2%	-17%	-10%	nt	42%	-17%	nt	-8
CC(=O)Nc1ccc(C(=O)NCC(c2ccco2)N(C)C)cc1 (stereo not given)	nt	-1%	-5%	?	nt	nt	-6%	nt	-5
CC(=O)Nc1cc(C(=O)N2CCCC2)ccc1S(=O)(=O)c1ccc(C)cc1	?	-5%	-10%	1%	-10%	1%	1%	-3%	-24
C=C(C)C1CC=C(C)/C(=N/NC(=O)c2ccc(NC(=O)CCC)cc2)C1 (stereo not given)	14%	-13%	7%	1%[58.9 µM]	-11%	-4%	-8%	-3%	16
Cc1cccc(NC(=O)c2cc(-c3cc(C)c(C)cc3O)n[nH]2)c1	-29%	-4%	i	72%[activator]	15%	39%	-16%	-6%	-8
CSc1nc(C)c(C(=O)C[n+]2ccccc2C)cc1C#N	-16%	-5%	i	38%[activator]	7%	-2%	2%	-9%	13
CCOC(=O)c1sc(NC(=S)NC(=O)C23CC4CC(CC(C4)C2)C3)cc1C	21%	-5%	-8%	150%[activator]	-5%	5%	-1%	4%	-1
CC1CCCCC1NC(=O)c1ccc(S(=O)(=O)NCc2ccco2)cc1 (stereo not given)	-1%	-2%	-8%	8%	-4%	2%	-12%	-8%	-3
Cc1c(Cl)cccc1NC(=O)c1cc(S(=O)(=O)N2CCOCC2)cn1C	0%	-12%	0%	-22%	-16%	21%	-9%	1%	14
C=CCn1c(P(C)(=O)O)nc2ccccc21	-3%&-5%	-12%&-3%	3%&-1%	1%&5%	2%&-2%	3%&6%	2%&-8%	3%&1%	1&-9
CC(C)CN1C2CCCC1CC(NC(=S)NCc1ccco1)C2 (stereo not given)	15%	-1%	-11%	30%	-10%	-1%	-4%	-1%	6
CC(C)CCC(CCNCc1ccccn1)c1ccc2c(c1)OCO2 (stereo not given)	-4%	2%	nt	-13%	-17%	39%	-12%	0%	-10
CCCc1nnc(NC(=O)CCC(=O)NCc2ccccc2OC)s1	?	9%	-8%	4%	-8%	-1%	-11%	6%	-6
CC(NC(=O)Cc1ccc([N+](=O)[O-])cc1)c1ccc2c(c1)OCO2 (stereo not given)	15%	-1%	2%	19%	-5%	1%	-8%	-2%	-3
O=C(NCCN1CCN(C(=O)c2ccccc2Cl)CC1)C(=O)NCc1ccccc1	44%	-17%	-3%	51%[activator]	-1%	18%	-23%	-3%	6
Cc1ccc2c(Cl)c(C(=O)NC3CC3)sc2c1	21%	5%	-5%	6%	-4%	10%	8%	1%	1

Profiles as entered above. Screens in order: POLB inh, Pol kappa inh, Tb PGK inh, POLI inh, Apoferritin bind, APE1 inh, POLH inh, BLM inh, RXFP1 antag
O=C(NCCN1CCN(C(=O)c2ccccc2Cl)CC1)C(=O)NCc1ccccc1 is listed with 44%, -17%, -3%, 51%[activator], -1%, 18%, -23%, -3%, 6
CC(=O)Nc1cc(C(=O)N2CCCC2)ccc1S(=O)(=O)c1ccc(C)cc1 is listed with ?, -5%, -10%, 1%, -10%, 1%, 1%, -3%, -24
CC(C)CN1C2CCCC1CC(NC(=S)NCc1ccco1)C2 (stereo not given) is listed with 15%, -1%, -11%, 30%, -10%, -1%, -4%, -1%, 6

POLB inh, hit marks shown above
SMILES	POLB inh	Pol kappa inh	Tb PGK inh	POLI inh	POLH inh	BLM inh	RXFP1 antag
O=C(Nc1ccc([N+](=O)[O-])cc1)Nc1cnccn1	40µM*	-7%	i	11%	-9%	-5%	-3

Five compounds picked at random from the list so far, as already listed:
SMILES	POLB inh	Pol kappa inh	Tb PGK inh	POLI inh	Apoferritin bind	APE1 inh	POLH inh	BLM inh	RXFP1 antag
CCCc1nnc(NC(=O)CCC(=O)NCc2ccccc2OC)s1	?	9%	-8%	4%	-8%	-1%	-11%	6%	-6
CC(=O)Nc1cc(C(=O)N2CCCC2)ccc1S(=O)(=O)c1ccc(C)cc1	?	-5%	-10%	1%	-10%	1%	1%	-3%	-24
C=CCn1c(P(C)(=O)O)nc2ccccc21	-3%&-5%	-12%&-3%	3%&-1%	1%&5%	2%&-2%	3%&6%	2%&-8%	3%&1%	1&-9
CSc1nc(C)c(C(=O)C[n+]2ccccc2C)cc1C#N	-16%	-5%	i	38%[activator]	7%	-2%	2%	-9%	13
Cc1cccc(NC(=O)c2cc(-c3cc(C)c(C)cc3O)n[nH]2)c1	-29%	-4%	i	72%[activator]	15%	39%	-16%	-6%	-8
